Compound activity from PubChem BioAssay.
FLuc modulator = inhibits or activates purified firefly luciferase, miR-21 counter-screen | P08659 | purified FLuc, Km substrates, luminescence inhibition | Potency, µM (top dose mostly 57.5 µM), without a hit: at the top dose activity change, negative = inhibition, hits mostly inhibitors | 360,000 compounds, 6.9% hits | AID 588342;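 note: plate controls were vehicle for no effect and reference inhibitor for full effect; nearly all actives have a fitted effect of over 55% in size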
Target sequence (P08659 whole entry, looked up): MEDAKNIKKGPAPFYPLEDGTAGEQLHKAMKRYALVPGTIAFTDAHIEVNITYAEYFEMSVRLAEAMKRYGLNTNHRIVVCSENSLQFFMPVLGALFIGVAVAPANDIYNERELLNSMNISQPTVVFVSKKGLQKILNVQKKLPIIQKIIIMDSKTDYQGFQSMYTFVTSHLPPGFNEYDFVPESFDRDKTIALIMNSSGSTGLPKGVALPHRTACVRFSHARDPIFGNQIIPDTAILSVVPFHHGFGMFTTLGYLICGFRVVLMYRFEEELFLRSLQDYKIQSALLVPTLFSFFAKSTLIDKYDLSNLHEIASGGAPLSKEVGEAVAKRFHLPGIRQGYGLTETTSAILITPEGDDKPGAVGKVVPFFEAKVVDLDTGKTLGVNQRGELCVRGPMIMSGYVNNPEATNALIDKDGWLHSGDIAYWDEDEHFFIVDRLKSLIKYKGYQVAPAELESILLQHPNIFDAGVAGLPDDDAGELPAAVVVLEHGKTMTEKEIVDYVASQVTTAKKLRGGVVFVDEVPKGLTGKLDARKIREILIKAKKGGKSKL
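Biochemical qHTS of compounds, final roughly 60 µM downward over six points, against 10 nM purified firefly luciferase using Km concentrations of substrates (10 uM D-luciferin, 10 uM ATP) in Tris acetate pH 7.5 buffer; luminescence output.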
Gal4-VP16 FLuc = counter-screen for ROR gamma inhibitors: Gal4-VP16 reporter | Drosophila S2 Gal4-VP16 UAS-luciferase, luminescence, 20 h | Potency, µM (doses to about 53.6 µM), without a hit: at the highest dose activity, negative = inhibition, most hits filed as inhibitors | 310,000 compounds, 3.5% hits | AID 2546;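 note: Gal4-VP16 expression switched on by copper sulfate through the metallothionein promoter; % is set by controls: 0 for no effect and ±100 for the full control effect; nearly all actives have a fitted effect of over 50% in size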
BRCA1 expr act = increases BRCA1 expression. Potency, µM (doses to about 46.1 µM), for the others: at the top dose activation, hits mostly activators. 380,000 compounds, 1.1% hits. AID 624202. MCF7-BRCA1-FFLuc reporter, luminescence, 48 h; response scale: scaled: vehicle 0%, 10 µM genistein 100%; note: nearly all actives have a fitted effect of over 80% in size; some results filed as inactive show a strong effect at the top dose
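First, MCF7-BRCA1-FFLuc cells (2000/well) attach for 2 h; next, compounds are pin-added and incubated 48 h at 37 °C; finally, luciferase reagent is added and luminescence read after 15 min.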
Rab9 promoter act = activators of Rab9 promoter. 320,000 compounds, 2.8% hits. Potency, µM (series often up to 9.22 µM), for inactives: top-dose activation, negative = inhibition, actives largely listed as activators. Huh7 Rab9 promoter-luciferase reporter, luminescence, 24 h; note: % of control where 0% means no effect; nearly all actives have a fitted effect of over 60% in size
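Luciferase signal after 10 min detection reagent at ambient indicates Rab9 promoter upregulation; stably transfected Huh7 cells were treated 24 h with compound in DMSO at 37 °C, 5% CO2.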
MBNL1 CUG block = inhibitors of human MBNL1 binding to CUG repeat RNA; Q9NR56; TR-FRET MBNL1-His/biotin-(CUG)12 binding, 665/545 ratio; Potency, µM (doses to about 57.5 µM), without a hit: at the top dose activity change, negative = inhibition, hits mostly inhibitors; 280,000 compounds, 0.036% hits; AID 2675; active = well fitted inhibition curve with a large enough effect in the signal ratio, with a control signal flat, not every such curve was filed as active; inconclusive = small, poorly fitted or top-dose-only effect, or effect the other way, or a change in a side signal; inactive = no such curve, though single readings can be large or run the other way; the % refers to the signal ratio; note: % is set by controls: 0 for no effect and ±100 for the full control effect
Target sequence (Q9NR56 whole entry, looked up): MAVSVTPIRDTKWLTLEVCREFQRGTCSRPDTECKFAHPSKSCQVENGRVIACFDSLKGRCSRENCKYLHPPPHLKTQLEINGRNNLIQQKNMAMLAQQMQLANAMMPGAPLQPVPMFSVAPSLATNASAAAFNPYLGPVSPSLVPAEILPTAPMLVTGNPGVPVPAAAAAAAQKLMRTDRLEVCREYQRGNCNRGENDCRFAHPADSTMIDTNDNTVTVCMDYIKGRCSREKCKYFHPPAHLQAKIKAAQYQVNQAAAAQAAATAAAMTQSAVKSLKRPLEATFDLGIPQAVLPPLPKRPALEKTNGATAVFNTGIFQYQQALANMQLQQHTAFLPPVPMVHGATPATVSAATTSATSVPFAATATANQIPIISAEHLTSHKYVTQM
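Compound titration spanned 92 nM–58 uM against the MBNL1-His/biotin-(CUG)12 complex. After 60 min at room temperature with 5 nM streptavidin-XL665 and 0.055 ng/ul terbium anti-His, ratiometric 665/545 nm emission (Ex 340 nm) normalized to controls.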
uPA generation = cell surface uPA generation inhibition. 330,000 compounds, 0.31% hits. Potency, µM (doses to about 38.3 µM), for the others: at the top dose activity change, negative = inhibition, hits mostly inhibitors. cell surface uPA generation assay, qHTS; active = well fitted inhibition curve with a large enough effect; inconclusive = small, poorly fitted or top-dose-only effect; inactive = no such curve, though single readings can be large or run the other way; tested in mouse RAW 264.7 cells; note: % is set by controls: 0 for no effect and ±100 for the full control effect; nearly all actives have a fitted effect of over 55% in size
NPC1 promoter act = NPC1 promoter activation. Huh7 NPC1 promoter luciferase reporter, 24 h. Potency, µM (titrated, usually from 9.22 µM), for the others: top-dose activation, most hits filed as activators. 320,000 compounds, 2.4% hits. AID 485313;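 note: % of control where 0% means no effect; nearly all actives have a fitted effect of over 60% in size; reporter is driven by a mutant NPC1 promoter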
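Huh7 reporter cells (NPC1 promoter driving luciferase) are dosed with compound for 24 h at 37 °C, 5% CO2; luciferase detection reagent is then added and luminescence measured after 10 min at ambient temperature.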
p53 reactivation = mutant p53 re-activation in reporter cells; H1299 p53-A138V BP100-luciferase reporter, luminescence, 24 h; Potency, µM (series often up to 92.2 µM), for the others: at the top dose activity change, positive = activation, most hits filed as activators; 320,000 compounds, 0.063% hits; AID 504706; note: % of control where 0% means no effect; nearly all actives have a fitted effect of over 45% in size
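p53-null H1299 cells stably carrying temperature-sensitive p53-A138V and a BP100-luciferase reporter were pinned with compounds (4-point, 1:5 series) and held 24 hrs at 37 deg C. Luminescence was read 10 min after detection reagent.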
RORgamma inh = blocks mouse ROR gamma transcriptional activity. 310,000 compounds, 5.4% hits. Potency, µM (doses to about 53.6 µM), for inactives: at the highest dose activity change, negative = inhibition, hits mostly inhibitors. Drosophila S2 Gal4-RORgamma UAS-luciferase reporter, 20 h. P51450. AID 2551; note: % is set by controls: 0 for no effect and ±100 for the full control effect; nearly all actives have a fitted effect of over 60% in size
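Luminescence from a UAS-regulated Photinus luciferase reporter in stably transfected Drosophila Schneider cells is measured; decreased signal marks ROR gamma inhibition. Fusion expression is induced by 700 uM copper sulfate for 20 hr.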
ELG1 genotox = induces genotoxicity in HEK293T cells with luciferase-tagged ELG1; HEK293T ELG1-luciferase reporter, luminescence, 16 h; Potency, µM (doses to about 46 µM), without a hit: at the top dose activity change, positive = activation, actives largely listed as activators; 330,000 compounds, 1.3% hits; AID 504466; note: % of control where 0% means no effect; nearly all actives have a fitted effect of over 60% in size
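Step 1: seed 2,000 HEK293T ELG1-luciferase cells per well. Step 2: add compound or DMSO, incubate 16 hr at 37 °C. Step 3: ONE-Glo, 30 min at room temperature, read luminescence.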
An asterisk follows results filed as active; ? = inconclusive; . = not tested or not shown; & = joins results of further samples; [ ] = remark or other dose. Unless noted, calls come from the whole dose curve; as a rule, active = well fitted curve in the direction sought with a large enough effect; inconclusive = small, poorly fitted or top-dose-only effect, or another doubt; inactive = no such curve, though single readings can be large; an effect the other way counts as inactive or inconclusive. Potency is the fitted concentration of half-maximal effect.

SMILES	FLuc modulator	Gal4-VP16 FLuc	BRCA1 expr act	Rab9 promoter act	MBNL1 CUG block	uPA generation	NPC1 promoter act	p53 reactivation	RORgamma inh	ELG1 genotox
Cc1c(NC(=O)NCc2ccccc2)c(=O)n(-c2ccccc2)n1C	2%	-2%	-13%	2%	4%	.	1%	-2%	-28%	2%
O=C(Nc1ccccc1F)C1CCCN(S(=O)(=O)c2ccccc2)C1 (stereo not given)	0%	-3%	0%	-4%	-10%	0%	0%	1%	-2%	-2%
CCOC(=O)Cc1ccc(NS(=O)(=O)c2ccc(SC)cc2)cc1	1%	-9%	-38%	-9%	-5%	2%	-2%	-10%	26%	-9%
Nc1c(Cl)cc(-c2cn(CCC(=O)O)c(-c3ccc(Cl)nc3)n2)cc1Cl	4%	.	16%	-5%	.	-7%	1%	-1%	.	2%
COc1cccc(-c2nc3sc4c(c3c(=O)[nH]2)CCCCC4)c1	0.15µM*	-4%	?	?	7%	-1%	?	?	-27%	?
COc1ccc(NC(=O)CCSc2ccc(C)cc2)cc1S(=O)(=O)Nc1ccccc1Cl	-2%	-6%	-21%	1%	3%	-6%	1%	13%	25%	-5%
O=C(CN1CCCCC1)N/N=C/c1ccccc1Br	-13%	-3%	1%	1%	4%	-1%	-1%	-2%	-5%	1%
O=C(Cc1ccccc1F)Nc1cc(S(=O)(=O)N2CCOCC2)ccc1N1CCOCC1	0%	.	-5%	-8%	.	1%	-1%	-4%	.	7%
Cc1noc(C)c1C(=O)OC(C)C(=O)Nc1ccc(C(N)=O)cc1 (stereo not given)	-1%	.	1%	0%	.	8%	-3%	-2%	.	2%
CS(=O)(=O)N(CCc1ccccc1)CC(=O)N1CCN(c2ccc(F)cc2)CC1	5%	5%	-11%	-2%	2%	-4%	-3%	-4%	24%	-3%
COc1ccc(C(C(=O)NC(C)(C)C)N(C(=O)CNC(=O)c2cccs2)c2ccc(C)cc2)cc1OC (stereo not given)	4%	-8%	-2%	0%	-9%	21%	1%	3%	18%	1%
Cc1nc(SCC(=O)NC(=O)NC(C)(C)C)nc(C)c1C	-2%	-9%	-17%	-2%	5%	-3%	?	0%	16%	3%
O=C(COC(=O)c1ccccc1SCC(=O)N1CCCC1)Nc1ccc(OC(F)F)cc1	?	.	25%	23%	.	-11%	3%	8%	.	2%
Cn1cccc1CC(=O)NNC(=O)Nc1ccc(F)cc1	-1%	-9%	7%	2%	-14%	10%	-1%	5%	-6%	-1%
Cc1ccc(C)c(OCC(=O)NCCN(C)C)c1	0%	-6%	-7%	-5%	-15%	2%	0%	-3%	1%	-3%
COc1ccc(NC(=O)Nc2nnc(N3CCC(C)CC3)s2)cc1OC	?	2%	0%	-3%	10%	2%	-1%	3%	-1%	5%
CCn1c(SCc2nc3ccccc3[nH]2)nnc1-c1cccs1	-1%	-4%	-6%	3%	-8%	2%	-1%	?	-5%	-3%
CCn1c(=N)c(C(=O)OC)cc2c(=O)n3ccccc3nc21	2%	1%	.	5%	?	.	6%	-3%	-3%	-6%
CCNS(=O)(=O)c1cc(S(C)(=O)=O)ccc1Cl	-2%[2.3 µM]	8%	3%	-1%	7%	8%	-3%	-7%	-12%	2%
CC1CCCCN1CCCNc1ccc(C(CC(N)=O)NC(=O)Cc2cccc3ccccc23)cc1[N+](=O)[O-] (stereo not given)	2%	-1%	10%	-1%	?	0%	5%	13%	-3%	1%
CCOc1ccc(CCNC(=O)Cc2ccc(NC3=NC4CS(=O)(=O)CC4S3)cc2)cc1OCC (stereo not given)	2%	-1%	3%	-3%	-7%	10%	-3%	3%	4%	2%
COc1ccc(-n2c(C)cc3cc(OC(C)=O)ccc32)cc1	-30%	-9%	95%	1%	-4%	3%	3%	-39%[inhibitor]	-14%	-6%
CC(C)(C)C(=O)Nc1ccccc1C(=O)NCc1cccnc1	5%	2%	-2%	2%	3%	10%	-4%	2%	14%	-1%
Cc1ccc(NC(=O)c2snc3ccc(Cl)cc23)cc1C	12µM*	?	36%	?	-14%	0%	9%	28%	10%	18%

11 compounds from above, arranged by molar mass, smallest number first:
SMILES	FLuc modulator	Gal4-VP16 FLuc	BRCA1 expr act	Rab9 promoter act	MBNL1 CUG block	uPA generation	NPC1 promoter act	p53 reactivation	RORgamma inh	ELG1 genotox
Cc1ccc(C)c(OCC(=O)NCCN(C)C)c1	0%	-6%	-7%	-5%	-15%	2%	0%	-3%	1%	-3%
Cn1cccc1CC(=O)NNC(=O)Nc1ccc(F)cc1	-1%	-9%	7%	2%	-14%	10%	-1%	5%	-6%	-1%
COc1ccc(-n2c(C)cc3cc(OC(C)=O)ccc32)cc1	-30%	-9%	95%	1%	-4%	3%	3%	-39%[inhibitor]	-14%	-6%
CCn1c(=N)c(C(=O)OC)cc2c(=O)n3ccccc3nc21	2%	1%	.	5%	?	.	6%	-3%	-3%	-6%
Cc1nc(SCC(=O)NC(=O)NC(C)(C)C)nc(C)c1C	-2%	-9%	-17%	-2%	5%	-3%	?	0%	16%	3%
CC(C)(C)C(=O)Nc1ccccc1C(=O)NCc1cccnc1	5%	2%	-2%	2%	3%	10%	-4%	2%	14%	-1%
Cc1ccc(NC(=O)c2snc3ccc(Cl)cc23)cc1C	12µM*	?	36%	?	-14%	0%	9%	28%	10%	18%
CCn1c(SCc2nc3ccccc3[nH]2)nnc1-c1cccs1	-1%	-4%	-6%	3%	-8%	2%	-1%	?	-5%	-3%
O=C(COC(=O)c1ccccc1SCC(=O)N1CCCC1)Nc1ccc(OC(F)F)cc1	?	.	25%	23%	.	-11%	3%	8%	.	2%
CCOc1ccc(CCNC(=O)Cc2ccc(NC3=NC4CS(=O)(=O)CC4S3)cc2)cc1OCC (stereo not given)	2%	-1%	3%	-3%	-7%	10%	-3%	3%	4%	2%
COc1ccc(C(C(=O)NC(C)(C)C)N(C(=O)CNC(=O)c2cccs2)c2ccc(C)cc2)cc1OC (stereo not given)	4%	-8%	-2%	0%	-9%	21%	1%	3%	18%	1%

(list continues)
SMILES	FLuc modulator	Gal4-VP16 FLuc	BRCA1 expr act	Rab9 promoter act	MBNL1 CUG block	uPA generation	NPC1 promoter act	p53 reactivation	RORgamma inh	ELG1 genotox
O=C(Nc1ccccc1)NN(C(=O)CCl)c1ccccc1	-3%	?	-92%	-23%	?	-16%	-26%	-28%	?	-24%
Cc1csc(NC(=O)CSc2ccc(-c3ccccc3)nn2)n1	?	14%	23%	0%	.	5%	-3%	4%	23%	-4%
Cn1c(Oc2ccc(F)cc2F)c(C=O)c2ccccc21	1%	-16%	-1%	-4%	-13%	-12%	0%	5%	-9%	-13%
CCOC(=O)c1[nH]c2cc(OC)c(OC)cc2c1NC(=O)CN1CCN(C)CC1	-1%	-1%	.	-3%	5%	.	-4%	-8%	3%	21µM*
N=c1sccn1CC(=O)NCCc1ccc(Cl)cc1	1%	0%	-14%	-11%	2%	-1%	-1%	14%	-15%	-1%
CC(=O)Nc1ccc(S(=O)(=O)NCCc2cc3c(C)ccc(C)c3[nH]c2=O)cc1	-1%	-5%	2%	-3%	-5%	-5%	1%	-8%	34%	-7%
CCSc1nc2sc3c(c2c(=O)n1C1CCCCC1)CCN(C)C3	1%	4%	-22%	4%	7%	1%	-4%	12%	-4%	-8%
CN(Cc1c(F)cccc1Cl)c1ccc(S(=O)(=O)N2CCOCC2)cn1	4%	-3%	-22%	-7%	-12%	1%	-2%	-22%	30%	-1%
FC(F)(F)c1cc(C(F)(F)F)c2ccc(N3CCOCC3)nc2n1	-1%	7%	-9%	1%	7%	-7%	-1%	-6%	-13%	4%
CC1=C(C(=O)OCc2ccccc2)C(c2ccc([N+](=O)[O-])cc2)NC(=O)N1 (stereo not given)	-1%	.	-11%	3%	?	11%	3%	.	.	-5%
CCN(CC)S(=O)(=O)c1ccc(C)c(NC(=O)COc2ccc(Br)cc2Cl)c1	4%	?	-8%	-7%	25%	1%	-5%	-7%	?	9%
Cc1cc(Cl)cc2sc(NC(=O)C3CC3)nc12	1%	-9%	-26%	4%	-6%	-6%	14%	8%	-11%	-1%
Cc1ccc(NC(=O)C(Cc2ccccc2)n2cccc2)cc1 (stereo not given)	-18%&-5%	4%	0%	-3%	-4%	1%	-4%	8%	25%	-3%
O=Cc1cn(CC(=O)Nc2ccc(F)cc2)c2ccccc12	0%	-22%	-38%	-7%	-5%	-1%	-4%	4%	?	-9%
COc1cccc(/C=N/NC(=O)CSc2ccccc2C)c1OC	-14%	-14%	15%	0%	-3%	5%	1%	13%	-13%	2%
CC(=O)Nc1cc(S(=O)(=O)Nc2cccc(C)c2)c(C)cc1C	2%	-7%	4%	-3%	-1%	3%	-2%	-7%	-2%	-1%
O=C(CCc1nnc(CCCCc2ccccc2)o1)NCCn1cccn1	4%	1%	-2%	1%	-6%	25%	-1%	-4%	2%	0%
O=C(O)c1cccc(NN=C2c3ccccc3-c3ccccc32)c1	27µM*	5%	38%	2%	-1%	5%	1%	-1%	16%	15%
